Pf apPOL inh = Pf-apPOL inhibitors, biochemical, fluorescence. Plasmodium falciparum apicoplast DNA polymerase (apPOL). Recombinant Pf-apPOL, molecular beacon fluorescence, 1.5 h. inhibition, % at 10 µM. hit rate 0.25% among 210,000. AID 1794808, 2022
mHTT CaM bind = mutant huntingtin-calmodulin interaction inhibitors – biochemical, AlphaScreen, primary screen; P42858; AlphaScreen His-mHTT/GST-CaM binding, luminescence; inhibition, % at 15 µM; hit rate 3.6% among 190,000;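 also: 0% = both proteins with DMSO and 100% = one protein alone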
Starred values were filed as active, the others as inactive; . = not tested or not shown; & = joins results of further samples. Rule as the data show it: active = inhibition above about 50%; inactive = the rest. A portion of the library; count on the stated rates, not on these rows.

SMILES	Pf apPOL inh	mHTT CaM bind
Cc1ccc2c(c1)=C(c1sc(N(C)c3ccc(O)cc3)nc1O)C(=O)N=2	-2	14
COc1cccc(CC(=O)N2CCN(c3nc(CN4CCC(C)CC4)cs3)CC2)c1	-3	18
O=C(NCCO)NCCSc1ccc(F)cc1	-22	.
COc1cc(C(=O)Nc2cccc(-c3nc4cc(Cl)ccc4o3)c2)cc(OC)c1OC	-9	1
Cc1ccc(C(=O)Nc2nnc(N=Cc3ccc(F)cc3)s2)cc1	2	2
CC1CC(C)CN(C(=O)c2cc(N3CCOCC3)nc3ccccc23)C1 (configuration not stated)	-4	-8
CC1SC(=NC(=O)C(C)N2C(=O)c3ccccc3C2=O)NC1=O (configuration not stated)	-11	-1
COc1cccc(CCC(=O)Nc2n[nH]c(C)c2-c2ccc(F)cc2)c1	3	2
O=C(c1ccccc1)N1CCC(CCNS(=O)(=O)c2ccccc2Cl)CC1	2	44
CC(=O)C1=C(C)NC(=O)NC1c1ccc(Cl)cc1 (configuration not stated)	-5	.
O=C(Nc1ccc2c(c1)OCO2)c1cnn2c1NC(c1ccco1)CC2C(F)(F)F (configuration not stated)	-9	8
COc1ccc(Br)cc1/C=C1/N=C(c2cccc(Br)c2)OC1=O	-3	34
O=C(CCNS(=O)(=O)c1cccs1)Nc1ccc(OC(F)(F)F)cc1	1	-8
O=C(c1cccc(OCC2CCCN(C(=O)c3cc(F)ccc3F)C2)c1)N1CCCC1 (configuration not stated)	2	-9
O=C(NCc1ccccc1C(F)(F)F)C1CC(=O)N(CCc2ccccc2)C1 (configuration not stated)	-15	9
Cc1ccccc1Cn1c(=O)c(CCC(=O)NCc2ccccc2Cl)nc2ccccc21	-9	-2
Cc1c(NC(=O)c2ccc(C#N)cc2F)cccc1-c1nc2ncccc2o1	-1	-1
O=C(CC1CCCCC1)N1CCN(c2nc(CN3CCCC3)cs2)CC1	-4	14
O=c1oc2ccc(Br)cc2cc1-c1csc(-c2ccc([N+](=O)[O-])cc2)n1	-4	19
COc1ccc(Cl)cc1NC(=O)c1c(NCc2cccn2C)sc2c1CCCC2	-15	65*
CC(C)c1nnc(NC(=O)CSc2ncn[nH]2)s1	-2	-1
CCn1c2ccccc2c2nnc(SCC(=O)Nc3ccc(C)c(Cl)c3)nc21	-8	0
Cc1ccc(C(=O)Nc2ccc3c(c2)OCCO3)cc1	-4	2
O=c1cc(-c2ccccc2)[nH]c2cc(Cl)ccc12	2	1
O=C(NCc1cccs1)c1ccc(N2CCCC2)nn1	-8	-1
SMILES	Pf apPOL inh	mHTT CaM bind
Cc1cccc(N2CCN(C(=O)c3cc4c(s3)CCN(C(=O)c3ccccc3)C4)CC2)c1	-1	6
CS(=O)(=O)N1CCC(C(=O)NCc2csc(-c3cccs3)n2)CC1	-4	9
COc1ccc(C2N(c3ccc(F)cc3)C(=O)C3CCCN32)cc1OC (configuration not stated)	-5	14
O=C1CC(Sc2ccccn2)C(=O)N1c1ccccc1 (configuration not stated)	-5	5
c1ccc(CNc2ncnc3c2CCC3)cc1	-6	-2
O=C(NCCc1ccccc1Cl)c1oc(=O)c2ccccc2c1-c1ccccc1	-5	-2
CS(=O)(=O)N1CCN(c2ccc(C#N)cn2)CC1	-6&-5	.
CC(C)c1c(C2CCN(C(=O)NC3CCCCC3)CC2)noc1N	1	5
Cc1nc2c(ccc3nc(NC(=O)c4ccccc4I)sc32)s1	-96	4
Cc1c(-c2noc(C(=O)NC3CCCCC3)n2)oc2c(C)cccc12	1	-6
O=C(NCc1ccco1)C1CC(c2ccccc2F)=NO1 (configuration not stated)	-5	-3
Cc1ccc(Cn2c(N3CCCC(C(=O)NCC4CC4)C3)nc3ccsc3c2=O)cc1 (configuration not stated)	-4	1
CCSc1nnc(NC(=O)C2CC2c2ccccc2)s1 (configuration not stated)	-1	1
CCn1nc(C)c(Br)c1C(=O)NNC(=O)c1ncc(C(F)(F)F)cc1Cl	4	.
CCCCC(=O)Nc1nnc2n1CCCS2	-3	-6
Cc1ccc(C)c(NC(=O)CC(C)(C)C)c1	4	-12
O=C(Nc1ccc(C23CC4CC(CC(C4)C2)C3)cc1)C(F)(F)F	-4	-9
CCOc1ccc2nc(NC(=O)c3ccc(C)o3)sc2c1	-1	2
COc1cccc(Cc2nnc(-c3ccc4nsnc4c3)o2)c1	-7	.
COc1cccc(C2C(C(=O)c3ccc(C)o3)=C(O)C(=O)N2CCCn2ccnc2)c1OC (configuration not stated)	-22	9
CCCC1c2ccc(C)n2CCN1C(=O)Nc1ccc(F)cc1 (configuration not stated)	-7	23
COC(=O)CCN(C(=O)c1ccc(OC(C)=O)cc1)c1ccccn1	-7	-6
Cc1ccc(OC(C)c2nc(-c3nonc3N)no2)cc1C (configuration not stated)	-6	-12
O=C(Nc1ccc2c(c1)CN(C(=O)c1cccs1)CC2)c1ccno1	-17	-1
Cc1ccnc(SC(=O)N2c3ccccc3Sc3ccccc32)n1	-7	0
SMILES	Pf apPOL inh	mHTT CaM bind
COC(CNC(=O)C(=O)Nc1nnc(C(F)(F)F)s1)OC	8	.
Cn1cccc1C(=O)NCc1nnc2n1CCCC2	-2	2
COc1ccc(CCNC(=O)c2ccccc2)cc1OC	-4&-4	-8
CCOC(=O)C(=CNCCNc1ncccc1C(F)(F)F)C(=O)OCC	-18	.
COc1cccc(C=Nc2ccc(NC(=O)CC(C)C)cc2)c1	0	8
O=C(Nc1ccc(-c2ccc(N3CCCC3)nn2)cc1)c1ccc(F)cc1F	-2	-2
Cc1ccc(F)c(NC2CCCN(C(=O)c3cccs3)C2)c1 (configuration not stated)	-2	14
Cc1cc(N2CCOCC2)c(F)cc1[N+](=O)[O-]	-7	-1
COC(=O)Cn1c(C)cc(=O)c2cccc(F)c21	4	-14
CCCc1cc(=O)[nH]c(SCC(=O)Nc2cc(C)cc(C)c2)n1	-2	-3
c1cc(CCc2ccncc2)ccn1	.	-2
Cn1c(N2CCCC(C(=O)NCCCN3CCCC3)C2)cc(=O)n(C)c1=O (configuration not stated)	-2	9
COc1ccc(-n2nc3c(c2NC(=O)c2ccc(OC(C)C)cc2)CS(=O)(=O)C3)cc1	-5	18
Cc1nc(SCC(=O)Nc2ccccc2)c(C#N)c(C)c1C	-3	-5
CN(C)c1ccc2c3c(cccc13)C(=O)N(c1nc3ccccc3n1C)C2=O	3	.
O=C(Nc1c[nH]c(=O)[nH]c1=O)c1ccc(Br)cc1	0	-4
Cc1ccc(S(=O)(=O)N2CCCC2c2nc(-c3ccccc3C)no2)cc1Cl (configuration not stated)	-3	-12
O=C(O)c1c[nH]c2ccc(S(=O)(=O)N3CCc4ccccc4C3)cc2c1=O	-4	22
CN1CCN(C(=O)c2nonc2N)CC1	.	-6
COc1cc(OC)cc(-c2c(Sc3ccccc3)c3cc(-c4ccc(OC)c(OC)c4)ccc3n2C)c1	-9	15
O=C(COc1ccc(Cl)cc1Cl)N1CCCC1	-6	1
CC(=O)C1=C(O)C(=O)N(CCCN2CCOCC2)C1c1ccc([N+](=O)[O-])cc1 (configuration not stated)	17	-3
N#Cc1c(NC(=O)CCn2cnnn2)sc2c1CCC2	.	0
CC(C)c1ccc(NC(=O)C2CCN(S(=O)(=O)c3ccc(Br)s3)CC2)cc1	5	-3
COc1ccc(CNC(=O)C2CC(=O)N(c3cccc(NC(C)=O)c3)C2)cc1 (configuration not stated)	-1	0
SMILES	Pf apPOL inh	mHTT CaM bind
Cc1ccc(OCC(=O)Nc2ccc(I)cc2Cl)cc1	-3	-5
CCCC(=O)Nc1c(-c2ccc(C)cc2)nc2cc(C)ccn12	1	15
Cc1ccnc(NC(=O)c2cccc(I)c2)c1	5	-8
COc1ccc2c(c1)CN1CN(CCc3ccccc3)S(=O)(=O)CC21 (configuration not stated)	0	0
COc1ccc(C2=N/C(=C\c3ccc(SC)cc3)C(=O)O2)cc1	-2	5
CC(C)Cn1c(=O)c(N2CCN(C(=O)NC(C)C)CC2)nc2ccncc21	0	1
Cc1cccc(C)c1NC(=O)CN1C(=O)c2ccccc2C1=O	6	0
Cc1cc(NC(=O)C2CCc3sc(C(=O)N4CCOCC4)cc3C2)ccc1Cl (configuration not stated)	-1	29
Cc1oc(C(C)C)nc1C(=O)NCc1cccs1	1	-8
O=C(Nc1nnc(-c2ccc(Cl)cc2Cl)o1)c1c(F)cccc1F	-8	-6
O=C(Nc1ccc(Cc2ccc(NC(=O)C3CC3)cc2)cc1)C1CC1	-2	4
Cc1ccsc1C(=O)N1CCC(CCOCc2cccc(F)c2)CC1	-6	-12
COCCn1cc2c3c(cccc31)CN(C(=O)Nc1cccc(C)c1C)CC2	-4	17
O=[N+]([O-])c1cccnc1NCCc1ccccn1	-6	.
COc1ccccc1OCC(=O)NN	-10	-2
O=C(c1ccsc1)N1CCC(c2nc(-c3ccccc3)n[nH]2)CC1	-9	-1
COc1ccc(NC2=CC(=NS(=O)(=O)c3ccc(Cl)cc3)c3ccccc3C2=O)cc1	0	35
N#Cc1c(N)nc(SCC(=O)Nc2ccccc2)c(C#N)c1-c1ccccc1	0	22
O=C(c1ccc(F)cc1)N1CCN(c2cc(-c3ccccc3)[nH]n2)CC1	-8	18
Cc1ccc(S(=O)(=O)N2CCN(C(=O)c3ccccc3)C2c2ccc(N(C)C)cc2)cc1 (configuration not stated)	-17	56*
COc1ccccc1CNC(=O)c1cn2cc(C)ccc2n1	-8	-4
COc1ccc(Cl)cc1S(=O)(=O)NCC(O)c1ccc(C)o1 (configuration not stated)	-8	-8
Cc1[nH]c2ccccc2c1SCCNC(=O)c1ccc(F)cc1	-5	4
CCN(CC)C(=O)c1ccccc1NC(=O)c1ccc(C)cc1	-11	-5
O=[N+]([O-])c1cccc(-c2nnc(-c3cccc(S(=O)(=O)N4CCCCC4)c3)o2)c1	-14	0

2 of the compounds above, with bars between the fields:
Structure | Pf apPOL inh | mHTT CaM bind
CCN(CC)C(=O)c1ccccc1NC(=O)c1ccc(C)cc1 | -11 | -5
Cc1ccnc(NC(=O)c2cccc(I)c2)c1 | 5 | -8

Next section.
SMILES	Pf apPOL inh	mHTT CaM bind
Cc1cc(F)c(F)c(C(=O)N2CCCCCC2)c1Cl	11	-3
CCc1[nH]nc2c1C(c1ccccc1[N+](=O)[O-])C(C#N)=C(N)O2 (configuration not stated)	9	11
O=S(=O)(c1ccc(Oc2ccc(Br)cc2)cc1)N1CCOCC1	.	-33
CCCc1c(C(=O)N2CCN(C)CC2)cnn1-c1cccc(Cl)c1	-1	22
Cc1nc(N2CCCC2)c2cnn(-c3ccc(F)cc3)c2n1	3	1
CC1=NN(c2ccc(I)cc2)C(=O)/C1=C/c1ccc(N(C)C)c([N+](=O)[O-])c1	-2	11
CCOc1cc(-c2cc(O)c3c(C)oc(C)c3c(=O)c2)ccc1O	-2	42
Cc1oc(C2CCN(S(=O)(=O)c3cccc(F)c3)CC2)nc1C(=O)N1CCCC1	-8	-1
Cc1cccc(-n2nc3c(c2NC(=O)CC(C)C)CS(=O)C3)c1C (configuration not stated)	-2	-5
CCCn1nc(C(=O)NC(C)c2ccccc2)ccc1=O (configuration not stated)	0	-8
O=C(CSc1nnc(-c2ccc(Cl)cc2Cl)o1)N1CCCc2ccccc21	-4	-1
C(=NC1CC1)c1ccc(-c2ccccc2)cc1	-8	.
CN1C(=O)c2ccc(NC(=O)c3cc(I)ccc3Cl)cc2C1=O	-10	-2
CC(=O)NCCc1csc(C2CCN(C(=O)NCc3ccc(F)cc3)CC2)n1	-3	3
Cc1cccc(C)c1N=Cc1[nH]c2ccc(Br)c(Cl)c2c1O	-100	12
O=C(CCNS(=O)(=O)c1ccc(Cl)cc1)NCc1cccnc1	-12	3
O=C(Nc1ccccc1Br)N1CCCC1c1cccc(F)c1 (configuration not stated)	-9	-13
COc1cccc(C(=O)Nc2ccc(-c3nc4ncccc4o3)cc2)c1	-2&-1	1&-5
COc1ccc(-c2noc(C3CCCN3C(=O)Nc3ccc4c(c3)OCO4)n2)cc1 (configuration not stated)	-2	24
Cc1cccc(C(=O)N2CCN(C(C(=O)N3CCCCC3)C3CCCC3)CC2)c1 (configuration not stated)	-4	-5
CN1CCCN(C(=O)c2cn3ccnc(-c4ccccc4)c3n2)CC1	3	-3
O=C(Nc1ccccc1N1CCOCC1)c1ccc(-c2ccc(Cl)cc2)o1	-1	0
Cc1c(C=O)c2ccccc2n1CC(=O)N1CCc2ccccc2C1	-10	17
COc1ccc(-c2noc(C3CCCN3C(=O)Nc3ccccc3C(F)(F)F)n2)cc1 (configuration not stated)	-2	-9
Cc1ccc(CNc2nc3ccncc3n(C(C)C)c2=O)cc1C	-4	31
Cc1ccc(C(=O)NCCCc2ccccc2)c(Cl)c1	-7	-16

Compounds listed so far with a thiophene ring, fused or not (14):
SMILES	Pf apPOL inh	mHTT CaM bind
O=C(CCNS(=O)(=O)c1cccs1)Nc1ccc(OC(F)(F)F)cc1	1	-8
COc1ccc(Cl)cc1NC(=O)c1c(NCc2cccn2C)sc2c1CCCC2	-15	65*
O=C(NCc1cccs1)c1ccc(N2CCCC2)nn1	-8	-1
Cc1cccc(N2CCN(C(=O)c3cc4c(s3)CCN(C(=O)c3ccccc3)C4)CC2)c1	-1	6
CS(=O)(=O)N1CCC(C(=O)NCc2csc(-c3cccs3)n2)CC1	-4	9
Cc1ccc(Cn2c(N3CCCC(C(=O)NCC4CC4)C3)nc3ccsc3c2=O)cc1 (configuration not stated)	-4	1
O=C(Nc1ccc2c(c1)CN(C(=O)c1cccs1)CC2)c1ccno1	-17	-1
Cc1ccc(F)c(NC2CCCN(C(=O)c3cccs3)C2)c1 (configuration not stated)	-2	14
N#Cc1c(NC(=O)CCn2cnnn2)sc2c1CCC2	.	0
CC(C)c1ccc(NC(=O)C2CCN(S(=O)(=O)c3ccc(Br)s3)CC2)cc1	5	-3
Cc1cc(NC(=O)C2CCc3sc(C(=O)N4CCOCC4)cc3C2)ccc1Cl (configuration not stated)	-1	29
Cc1oc(C(C)C)nc1C(=O)NCc1cccs1	1	-8
Cc1ccsc1C(=O)N1CCC(CCOCc2cccc(F)c2)CC1	-6	-12
O=C(c1ccsc1)N1CCC(c2nc(-c3ccccc3)n[nH]2)CC1	-9	-1

Screens (PubChem)
